N-glyco inh = N-linked glycosylation inhibition | D54 ERlucT glycosylation luciferase reporter, 24 h; percent of 100 nM tunicamycin response | reporter increase, % at 12.5 µM | 0.23% of 360,000 active;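 active = mean luciferase reporter signal, scaled so untreated is 0 and the glycosylation-blocking control 100, at or above a set limit in every replicate; inconclusive = mean reaches the limit but not every replicate does; inactive = mean below the limit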;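 also: luciferase carries N-glycosylation sites so blocking glycosylation raises the light; 0% = median of neutral control wells and 100% = median of 100 nM tunicamycin wells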
ABHD5 PLIN5 PPI = blocks binding of human ABHD5 to perilipin-5; AID 602281; Q00G26+Q8WTS1; 0.78% of 360,000 active; inhibition, % at 4 µM; Split G. princeps luciferase complementation, luminescence, 4 h;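 active = inhibition above the mean inhibition across every tested compound plus 3 SD, cut at about 22% in these data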;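 also: 0% = DMSO only wells and the 100% control is not disclosed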
Target sequence (Q00G26 whole entry, looked up): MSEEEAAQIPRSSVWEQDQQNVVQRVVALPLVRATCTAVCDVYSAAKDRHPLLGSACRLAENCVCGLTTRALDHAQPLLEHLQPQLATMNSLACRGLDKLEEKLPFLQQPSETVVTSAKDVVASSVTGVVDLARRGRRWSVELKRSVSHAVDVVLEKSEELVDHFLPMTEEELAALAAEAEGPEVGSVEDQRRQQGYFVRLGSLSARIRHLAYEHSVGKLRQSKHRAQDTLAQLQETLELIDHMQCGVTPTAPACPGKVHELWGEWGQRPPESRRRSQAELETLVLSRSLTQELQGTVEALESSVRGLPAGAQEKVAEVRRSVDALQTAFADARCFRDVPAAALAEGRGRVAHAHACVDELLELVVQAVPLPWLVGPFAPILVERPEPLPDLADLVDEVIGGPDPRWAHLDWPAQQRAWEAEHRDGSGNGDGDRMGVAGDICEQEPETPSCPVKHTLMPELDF
Target sequence (Q8WTS1 whole entry, looked up): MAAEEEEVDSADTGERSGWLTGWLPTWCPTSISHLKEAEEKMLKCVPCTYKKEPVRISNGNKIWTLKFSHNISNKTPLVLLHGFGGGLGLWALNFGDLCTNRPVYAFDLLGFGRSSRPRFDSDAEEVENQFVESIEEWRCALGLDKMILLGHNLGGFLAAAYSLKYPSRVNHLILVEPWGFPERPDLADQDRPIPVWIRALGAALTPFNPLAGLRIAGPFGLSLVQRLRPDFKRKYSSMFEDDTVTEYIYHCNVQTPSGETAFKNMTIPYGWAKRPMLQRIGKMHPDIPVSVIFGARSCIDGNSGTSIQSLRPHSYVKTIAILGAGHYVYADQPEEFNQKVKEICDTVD
NOD2-RIPK2 inh = blocks binding of human NOD2 to RIPK2 | 0.38% of 360,000 active | CHO BLA complementation NOD2-RIPK2, CCF4 ratio | O43353 | inhibition, % at 4.98 µM; in the data active = inhibition above about 21%;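 also: 0% = vehicle only and 100% = reference blocker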
TLR9-MyD88 block = inhibitors of human TLR9-MyD88 binding; CHO BLA complementation TLR9-MyD88, CCF4 FRET ratio; AID 504734; inhibition, % at 4.98 µM; 0.21% of 340,000 active;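 active = inhibition above the mean over all tested compounds plus 3 SD, cut at about 21% in these data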;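 also: 0% = DMSO only wells and 100% = clavulanate BLA inhibitor control wells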
aDG glyco act = increases alpha dystroglycan glycosylation; Pro5-aDG cells, alpha-DG glycosylation AlphaScreen (IIH6); 0% Pro5, 100% B10-LARGE cell signal; activation, % at 10 µM; 0.22% of 360,000 active;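 active = activation of at least 8% versus controls, or a plate z-score of at least 8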;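 also: Pro5 are CHO cells carrying HIG-tagged alpha-DG that lacks glycosylation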
MC4R barr agon = human MC4R agonism via beta-arrestin | U2OS MC4R beta-arrestin complementation, luminescence; percent of melanotan II response, DMSO zero | P32245 | 0.98% of 360,000 active | activation, % at 8.9 µM;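 active = activation above a per-plate cutoff, the mean activation of sample wells on that plate plus 3 SD, cut at about 8% in these data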
Vif inh = HIV Vif inhibition | inhibition, % at 7.49 µM | 0.35% of 340,000 active | HEK293T cells, Vif self-association by quenched fluorescence, imaging, 24 h; in the data active = inhibition above about 50%, passing the limit was not always enough; inconclusive = no clear call, values can overlap the other calls; inactive = below about 31%; also: some results filed as inactive read as strong as hits
MC4R antag cAMP = human MC4R antagonism in cAMP assay; P32245; MC4R-expressing cells, MTII-stimulated cAMP, LANCE TR-FRET; inhibition, % at 6.5 µM; 0.48% of 360,000 active;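 active = inhibition above its plate's cutoff, the mean of tested wells on that plate plus 3 SD, cut at about 29% in these data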;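 also: 0% = Melanotan II alone and 100% = Melanotan II plus saturating MCL0020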
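System: U2OS cells stably expressing human melanocortin 4 receptor (MC4R). Reagent: Melanotan II challenge after compound preincubation. Doses: 6.5 µM. Times: 30-min compound, 1-h challenge, 1-h detection, room temperature. Measured by: TR-FRET with Eu-cAMP and labeled anti-cAMP, 671 nm. Replicates: singlicate.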
Exocytosis inh = lytic granule exocytosis inhibition. 0.66% of 360,000 active. inhibition, % at 10 µM. TALL-104 LAMP-1 surface exposure, flow cytometry; cells stimulated with thapsigargin and PMA;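 active = inhibition above about 55%, limit read from the data; inconclusive = no clear call, values can overlap the other calls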
ABCB6 inh 2 = human ABCB6 transporter inhibition; Q9NP58; K562-ABCB6 porphyrin accumulation, flow cytometry, 1 h; hits give low values; fluorescence ratio to DMSO, % at 10 µM; 0.19% of 360,000 active; AID 602162;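 active = fluorescence ratio to DMSO below 75%, the collection mean minus 3 SD; inconclusive = too few cells collected in the well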;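 also: signal is porphyrin accumulated inside mitochondria; 100% equals median channel fluorescence of DMSO control wells; lower ratio means ABCB6 inhibition with less porphyrin fluorescence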
* hit, by the source's call; ? = inconclusive; nt = no result given. Not all compounds are listed; count on the stated rates, not on these rows.

SMILES	N-glyco inh	ABHD5 PLIN5 PPI	NOD2-RIPK2 inh	TLR9-MyD88 block	aDG glyco act	MC4R barr agon	Vif inh	MC4R antag cAMP	Exocytosis inh	ABCB6 inh 2
CC(=O)NC1(c2ccccc2)CCN(c2nc(C)cc(C)n2)CC1	-1	-4	-10	-3	0.0	-1.6	11	11	-1	94
Cc1ccc(C(=O)N2c3ccccc3NC(=O)C2C)cc1 (configuration not stated)	-2	0	-2	6	0.0	-2.7	2	9	7	100
O=C(C1CCN(S(=O)(=O)N2CCC3(CC2)OCCO3)CC1)N1CCC(Cc2ccccc2)CC1	-4	1	-9	-4	0.3	-1.0	-15	1	-1	95
COC(=O)C(C)N1C(=O)S/C(=C\c2ccc(-c3ccc(C(=O)O)cc3C)o2)C1=O (configuration not stated)	5	-7	-2	-2	0.0	-1.4	-11	13	-9	99
COc1ccc(Nc2ncnc3sc(-c4ccccc4)cc23)cc1	-1	-3	0	2	-0.1	5.9	-4	1	0	100
Nn1c(SCc2nc3ccccn3c2Br)nnc1-c1cccnc1	8	13	-3	9	0.0	2.7	nt	-12	11	199
C/C(=N\NC(=O)c1cc(C)oc1C)c1ccc2c(c1)OCO2	1	1	0	4	-0.6	-3.7	-2	10	1	106
CCN(C1CCCCC1)S(=O)(=O)c1ccc(S(=O)(=O)NCCc2ccncc2)cc1	0	-2	4	-10	0.1	0.1	4	-3	-3	102
COc1cccc(CC(=O)NCC2(N3CCCCC3)CCCCC2)c1	-2	4	-4	-2	-0.5	-0.8	-4	3	2	101
Cc1ccc(C(=O)Nc2c3c(nn2C(C)(C)C)CS(=O)(=O)C3)cc1C	-1	4	-2	2	0.0	-0.3	7	5	1	98
O=C(NCc1ccccc1Cl)c1csc([C@@H]2O[C@H](CO)[C@H](O)[C@H](O)[C@H]2O)n1	0	-1	-6	nt	0.1	-1.0	8	0	1	104
O=C(Cc1ccc(NC(=O)C2CCN(C(=O)C3CCC3)CC2)cc1)Nc1ccc(C(=O)N2CCOCC2)cc1	1	3	0	5	0.2	-1.5	7	6	9	99
Cc1cc(=O)[nH]c(NN=Cc2c(Cl)cccc2Cl)n1	6	-2	-10	-5	0.1	-1.0	-8	-5	-8	93
Cc1ccc2nc(-c3ccc(SCC(=O)Nc4ccc5c(c4)OCCO5)nc3)[nH]c2c1	-1	-1	7	-4	0.5	-4.1	-1	6	-2	100
Cc1ccc(S(=O)(=O)N(C)c2ccc(OC(=O)c3cc(=O)[nH]c4ccccc34)cc2)cc1	3	6	-5	9	-0.1	0.8	-15	14	-3	104
CCCCCC(=O)O/N=C(\C)c1ccn(S(=O)(=O)c2ccccc2)c1	-3	-7	-4	0	0.2	1.7	17	-3	4	99
COc1cc(-c2nc(C)c(C(C)=O)n2O)ccc1OCC(=O)Nc1ccc(Cl)cc1	0	-2	-5	-15	0.2	1.1	3	12	-6	98
CCCCn1c(=O)c(CCC(=O)OCC(=O)NC(=O)NCCC(C)C)nc2ccccc21	-1	0	-9	-3	0.1	-1.6	5	-5	0	86
CC(C)[C@H](NC(=O)c1ccccc1F)C(=O)Nc1cccc(S(=O)(=O)N2CCOCC2)c1	-1	-10	-2	4	-0.1	-0.9	18	2	11	102
O=C(COc1cccc(-n2cnnn2)c1)NCCC1=CCCCC1	-2	-4	-11	0	0.7	-0.1	26	9	2	94
CCCc1nc2ccc(C(=O)OC)cn2c1Cc1cccc(F)c1	1	6	-11	nt	0.0	nt	nt	nt	1	115
Cc1cc(C)cc(NC(=S)NC2CC3CCCC(C2)N3CC(C)C)c1 (configuration not stated)	0	-3	-7	-6	0.1	-2.6	2	0	-1	97
O=S1(=O)CCC(NC(=S)Nc2ccc(Cl)cc2)C1 (configuration not stated)	0	-3	-4	-2	0.0	-0.3	-1	-2	3	73*
CC(C)(C)n1nnnc1C(c1ccc(Cl)cc1)N1CCSCC1 (configuration not stated)	1	7	2	5	-0.1	-0.4	2	4	-2	97
Cn1c(SCC(=O)NCc2cccs2)nnc1-c1ccc(O)cc1	0	-2	-5	-4	-0.3	0.3	2	1	-2	92
CC(/C=N/n1c(-c2ccc(C)cc2)n[nH]c1=S)=C\c1ccco1	1	3	-11	-7	-0.2	-0.5	-5	3	-3	102
CCCCn1nc2cc(C(=O)NCc3cc(C(F)(F)F)cc(C(F)(F)F)c3)ccc2c1OCC	0	8	-21	4	0.5	0.7	-3	5	30	101
Cc1ccc(N/N=C2\CCS(=O)(=O)c3sccc32)cc1	1	0	-5	-15	-0.3	-1.6	16	-8	-1	96
Cc1cccc(NS(=O)(=O)c2csc(C(N)=O)c2)c1C	0	-5	-2	-1	0.0	-1.0	-15	14	-2	93
CCOc1ccccc1NC(=S)N1C2CCC1CC(NC(=O)NC13CC4CC(CC(C4)C1)C3)C2 (configuration not stated)	-3	-12	3	-8	-0.1	1.4	12	7	-3	92
O=C(c1cccc(F)c1)N1CCN(c2cccc(C(F)(F)F)c2)CC1	1	-8	7	1	0.1	0.8	1	5	-3	94
COc1ccc(N2CCN(C(=O)[C@@H](NC(=O)c3cc(OC)cc(OC)c3)C(C)C)CC2)cc1	-3	3	-10	1	0.4	1.9	0	4	-4	96
CNc1nc(Oc2ccc(=O)n(C)n2)nc(N2CCOCC2)n1	5	-3	-3	2	-0.3	-1.5	23	-2	11	91
COc1cc(C2c3c(-c4ccccc4)n[nH]c3C(=O)N2c2ccccc2)ccc1O (configuration not stated)	-3	4	2	-1	0.1	-1.9	0	-49	-2	90
CCCNC(=O)C1(C)CCCN(Cc2ccc(C#N)cc2)C1 (configuration not stated)	-1	1	-11	nt	0.0	0.3	3	3	-14	101
O=C1NC[C@H](Cc2ccccc2)N(C[C@@H]2CCCN2C[C@H](Cc2ccccc2)N2C[C@H](Cc3ccccc3)N(CC3CCCCC3)C(=O)C2=O)C1=O	-4	11	-6	nt	-0.2	nt	33	nt	-3	97
CC(=O)c1ccc(NC(=O)COC(=O)c2c[nH]c3ccccc23)cc1	4	5	5	-4	-0.1	-1.3	-4	6	4	97
COc1ccc(CCN2C(=O)CC(NNC(=O)c3ccccc3Br)C2=O)cc1 (configuration not stated)	-2	1	0	2	-0.4	-3.0	1	2	-1	102
Cc1cccc(C)c1NC(=O)C(c1ccccc1F)n1c(=O)c(-c2ccco2)nc2ccccc21 (configuration not stated)	nt	86*	3	nt	-0.2	nt	nt	nt	-2	nt
Cc1ccc(Sc2cnn(-c3ccccc3)c(=O)c2Cl)cc1	-5	-1	-3	-7	-0.1	4.1	1	21	10	98
CC(=O)c1ccc(Sc2nnnn2-c2ccccc2)c([N+](=O)[O-])c1	2	-1	-3	-3	0.0	-2.1	2	9	-4	94
COc1cc(-c2cc3nc(NCCOc4ccccc4)ccn3n2)cc(OC)c1OC	46*	4	-2	nt	-0.2	0.3	nt	-3	-3	85
COc1ccccc1/C=C1\SC(=S)N(CCC(=O)N2CCN(C)CC2)C1=O	8	11	1	-6	0.5	0.9	8	-9	11	100
CC(C)N1CCN(Cc2ccsc2)CC1CCO (configuration not stated)	0	-6	-3	2	1.0	-0.6	3	0	0	95
CCNC(=O)N1CCC(n2nccc2NC(=O)CCOc2ccccc2)CC1	1	6	-4	-6	0.2	-1.1	9	4	-8	102
O=C(CSCc1nc2ccccc2[nH]1)N1CCN(c2ccc(F)cc2)CC1	-2	-3	-4	-3	1.2	0.6	-4	17	-2	100
COc1ccccc1CN(CC(=O)NCC1CCCO1)C(=O)CNS(=O)(=O)c1ccc(C)cc1 (configuration not stated)	0	-1	-11	2	0.0	-2.3	5	9	2	92
C=CCn1c(COc2cccc3ccc(C)nc23)nnc1SCC(=O)OC	1	8	-2	-9	0.1	2.1	-8	0	-4	88
Cc1onc(-c2c(Cl)cccc2Cl)c1-c1nc2cc(Cl)ccc2c(=O)o1	2	-1	-7	nt	-0.2	0.6	-3	13	3	99
Cc1cc(C)n2cc(CSc3nc4cc(Cl)ccc4o3)nc2n1	0	1	6	-8	0.0	-2.5	3	-5	-4	100
CCCc1cc(=O)oc2cc(C)cc(OCC(=O)NCCCn3ccnc3)c12	0	0	5	-3	-0.1	-1.7	-9	6	3	98
Cn1c(COc2ccccc2)nnc1SCC(=O)NNC(=O)C1CCCCC1	2	-4	-6	-13	-0.1	-0.8	16	17	-2	96
CCC(C)C(=O)Nc1ncc2c(n1)CC(c1cccs1)CC2=O (configuration not stated)	-1	-4	-10	5	0.2	-0.2	-20	7	15	98
CCCCOCCOCCOCCCC	1	-8	5	0	0.1	-1.6	-2	7	2	100
CCN(CC)CCCNC(=O)c1cn(C)c2ccc(S(=O)(=O)N(C)C)cc2c1=O	-1	-5	0	-5	0.0	-1.9	-2	7	1	102
O=C(c1[nH]ncc1[N+](=O)[O-])N1CCOCC1	nt	4	-1	2	3.5	0.9	nt	-1	29	96
Cc1ccc(NC(=S)N2CCOCC2)cc1	0	-2	-2	-2	0.0	1.0	1	9	-4	95
C=CCn1c(COc2ccccc2F)nnc1SCC(=O)NC(=O)NCc1ccco1	-2	6	0	-4	-0.1	2.5	-1	-3	1	97
COc1ccc(N2C(N)=C(C#N)C(c3ccsc3)C3=C2CCCC3=O)c(OC)c1 (configuration not stated)	0	-9	-2	-11	0.3	-2.3	-1	12	-4	92
COc1ccc(C(=O)c2ccc(N(C)C)cc2)c2ccccc12	?	2	3	1	-0.1	-2.5	7	-26	0	96
Continuation:
SMILES	N-glyco inh	ABHD5 PLIN5 PPI	NOD2-RIPK2 inh	TLR9-MyD88 block	aDG glyco act	MC4R barr agon	Vif inh	MC4R antag cAMP	Exocytosis inh	ABCB6 inh 2
COc1ccc(CCn2c(SCC(=O)Nc3cc(C)on3)nc3ccsc3c2=O)cc1OC	0	0	1	10	-0.4	0.3	8	12	-3	89
O=C(NCc1cccc(Cl)c1)c1ccco1	-4	-3	-6	-4	0.3	-0.9	nt	2	-1	102
COc1ccc(C)cc1S(=O)(=O)N(C)CC(=O)N1CCC(C(N)=O)CC1	0	-9	-10	-1	0.0	0.5	-12	20	0	95
O=[N+]([O-])c1cccc(S(=O)(=O)Nc2ccc(S(=O)(=O)Nc3nccs3)cc2)c1	0	7	-2	0	-0.2	-1.5	-7	4	-2	99
FC(F)C(F)(F)Oc1cccc(Nc2nccn3c(-c4cc(C(F)(F)F)cc(C(F)(F)F)c4)cnc23)c1	-2	-10	2	nt	-0.3	1.1	-5	11	-4	96
N#Cc1ccc(C(=O)Nc2cc(-c3ccc(F)cc3)nn2-c2ccccc2)cc1	-6	10	-8	4	0.1	0.8	5	12	36	99
Cc1nc2scc(C)n2c(=O)c1S(=O)(=O)Nc1ccc(OC(F)(F)F)cc1	-2	0	9	-4	0.3	0.7	1	-1	1	95
COCCCNC(=O)c1ccc(CS(=O)(=O)c2ccccc2C)o1	0	-1	1	-2	0.0	1.5	nt	5	0	99
O=C(Nc1ccccc1C(=O)NC1CC1)c1ccccc1F	1	-1	8	-10	-0.2	0.4	-3	3	0	101
